Assay outcomes: PubChem, Broad Institute
CFTR F508del cor = F508del CFTR correction, initial screen, CFBE line, single point. CFBE cells, YFP halide quenching; stimulated with forskolin plus potentiator P3; % fluorescence drop versus neutral controls. activity (quench increase), % at 7.58 µM. 0.36% of 350,000 active. AID 720511, 2013;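 active = mean added fluorescence quench of at least 8% versus neutral control, with both replicates also reaching 8%; inconclusive = only one of the mean or replicate conditions met; inactive = mean below 8% and not both replicates reaching 8%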;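 note: cells transiently co-express mutant CFTR-F508del with the halide-sensitive YFP; corrector assay measuring rescue of mutant channel to the surface after 24 h compound exposure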
INS-1E GSIS act = GLuc luminescence reporter in INS-1E cells, primary screen for activators of glucose-dependent secretion of insulin. INS-1E GLuc reporter insulin secretion, 2-3 h. 0.61% of 370,000 active. activation, % at 16.6 µM. AID 743287, 2014;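 active = lowest replicate activation of at least 40%, so every replicate reaches that level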;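 note: 0% = median of neutral control wells and 100% = median of IBMX positive control wells; some compounds called inactive have numbers as strong as hits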
XiGFP reactiv = activators of inactive X chromosome reactivation, primary screen, imaging, XiGFP fibroblasts, GFP high-content imaging, set 2; activation, % at 7.58 µM; 0.055% of 360,000 active; XiGFP mouse fibroblasts, % GFP-positive cells imaging, 3 d; cells co-treated with 5-aza-dC sensitizer; scaled so ellipticine positive control = 100%;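 active = mean normalized replicate activation at least 10% and every replicate at or above 10%; inconclusive = only one of the two criteria met; inactive = mean below 10% and not all replicates reach 10%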;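 note: 0% = median of on-plate neutral control wells and 100% = ellipticine 6 µM median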
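Material: SV40-immortalized XiGFP fibroblast cells, line 68-5-11 | Buffer or medium: DMEM containing 5-aza-dC | Dosing: One concentration, pinned | Times: 3 d treatment, 15 min room-temperature fixation | Controls: Ellipticine 6 µM positive control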
ERp5 block = inhibitors of ERp5-driven insulin aggregation, primary screen, biochemical, turbidity, absorbance 650 nm, single point; Protein disulfide-isomerase A6 (Homo sapiens), Q15084; inhibition, % at 9.99 µM; AID 651711, 2012; 90 min; 0.05% of 350,000 active;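 active = mean replicate inhibition above about 25%, with every replicate also reaching it, limit read from the data, passing the limit was not always enough; inconclusive = only one of those two criteria met; inactive = neither criterion met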
Target sequence (Q15084 whole entry, looked up): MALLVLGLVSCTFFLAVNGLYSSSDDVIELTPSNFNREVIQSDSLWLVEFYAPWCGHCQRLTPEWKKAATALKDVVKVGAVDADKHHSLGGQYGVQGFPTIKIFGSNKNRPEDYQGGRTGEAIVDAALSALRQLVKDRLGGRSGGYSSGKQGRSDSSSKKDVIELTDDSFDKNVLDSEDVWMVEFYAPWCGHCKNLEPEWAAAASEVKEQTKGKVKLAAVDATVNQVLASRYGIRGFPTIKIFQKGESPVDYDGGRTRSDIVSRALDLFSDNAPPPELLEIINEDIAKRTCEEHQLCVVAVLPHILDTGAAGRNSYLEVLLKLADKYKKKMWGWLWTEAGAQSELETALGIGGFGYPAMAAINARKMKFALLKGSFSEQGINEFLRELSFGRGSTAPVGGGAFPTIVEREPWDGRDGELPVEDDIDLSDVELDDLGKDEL
EWS-Fli block = EWS/Fli-driven NR0B1 reporter inhibitors, primary screen, A673 cells, NR0B1 luciferase, luminescence, MLPCN library | viability-normalised | inhibition, % at 12.6 µM | 0.67% of 350,000 active;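 active = mean inhibition of at least 50% after viability correction, with every replicate also passing that limit; inconclusive = mean reaches 50% but only one of two replicates passes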;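 note: firefly luciferase signal divided by Alamar Blue viability fluorescence both relative to DMSO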
ARNT-TACC3 inh = disruptors of ARNT/TACC3 protein interaction, primary screen, biochemical, AlphaScreen, single concentration; inhibition, % at 9.99 µM; Transforming acidic coiled-coil-containing protein 3 (Homo sapiens), Q9Y6A5; AlphaScreen His-ARNT PAS-B/GST-TACC3 binding, luminescence; TACC3 fragment carries E629A point mutation; 0.66% of 390,000 active;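 active = mean inhibition of replicates at least 50% and at least half of replicates each reaching 50%; inconclusive = half or more replicates reach 50% but mean below 50%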;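 note: 0% = complete ARNT plus TACC3 wells and 100% = ARNT alone without TACC3; many hits fall short of the cut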
PAX8 reporter = inhibitors of PAX8-driven TPO luciferase reporter, primary screen, RMG-I cells, single concentration; SteadyGlo, 24 h; inhibition, % at 12.6 µM; 1.2% of 360,000 active;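 active = mean replicate inhibition at least 60% with every replicate also reaching 60%; inconclusive = only one of the two criteria is met; inactive = mean below 60% and not all replicates reaching 60%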;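 note: luciferase light reporting Pax8 driven TPO promoter activity; plate controls were median of neutral control wells for no effect and mitoxantrone controls for full effect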
DENV2 CPE = inhibitors of DENV2 cytopathic effect, primary screen, cell-based, plate reader, single concentration. CPE inhibition, % at 9.99 µM. 1.7% of 350,000 active. DENV2-infected cells, cytopathic effect rescue; in the data active = CPE inhibition above about 20%, passing the limit was not always enough; inconclusive = no clear call, values can overlap the other calls; tested in BHK-21 cells;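 note: 0% = median of neutral control wells and 100% = median of positive control wells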
* marks the source's active call; other numbers are inactive results; ? = inconclusive; . = not tested or not shown.

Sequence of screens – CFTR F508del cor	INS-1E GSIS act	XiGFP reactiv	ERp5 block	EWS-Fli block	ARNT-TACC3 inh	PAX8 reporter	DENV2 CPE
COc1ccccc1C(=O)Nn1cnc2ccccc2c1=O
  1.5	17	.	2	-47	-15	.	-4
O=C(CN1C(=O)NC2(CCc3ccccc32)C1=O)NCC(=O)Nc1ccc(F)cc1 (stereo not drawn)
  2.5	14	0.1	0	0	-2	6	-9
O=C(c1ccccc1)N1CCN(C(=S)NCc2ccco2)CC1
  -0.7	-3	0.6	2	9	-1	13	6
Cc1[nH]c(=S)[nH]c(=O)c1CCCO
  -0.4	23	0.0	3	-1	-3	-12	4
COCCN(C(=S)Nc1cccc(C)c1C)C(C)c1ccco1 (stereo not drawn)
  -0.5	10	.	2	5	-2	4	-1
O=C(OCC(=O)N1CCCCC1)c1ccc2c(c1)C(=O)N(Cc1ccco1)C2=O
  -1.3	-12	0.0	-3	0	4	-3	-9
CCCN1C[C@H](C)[C@H](OC)CN(C)C(=O)c2ccc(NC(=O)c3ccccc3F)cc2OC[C@@H]1C
  -3.4	6	0.0	3	-2	-6	-3	-5
Cc1ccc(S(=O)(=O)N2CCOCC2)cc1C(=O)N1CCN(S(=O)(=O)c2cccs2)CC1
  1.3	.	-0.1	3	-4	-11	-15	-4
COc1ccc(/C=N/Nc2nc(C)cc(=O)[nH]2)cc1OC
  -0.2	22	0.3	-9	5	19	5	0
Fc1ccc(CN2CCN(C(c3ccccc3)c3ccccc3)CC2)cc1
  0.6	3	0.0	2	10	-6	7	-5
CCOc1ccc(C(=O)N2CCC3(CC2)NCCc2[nH]cnc23)cc1
  2.9	8	0.0	-2	-7	21	5	-2
CC(C)CC#Cc1ccc2c(c1)O[C@@H](CN(C)C(=O)c1ccccc1F)[C@@H](C)CN([C@H](C)CO)S2(=O)=O
  -0.4	-26	-1.0	-4	17	-1	.	?
O=C(c1ccc(Cn2c(=O)[nH]c3ccccc3c2=O)cc1)N1CCN(c2ccccn2)CC1
  1.6	-15	0.0	0	-1	-1	20	-5
C[C@@H]1CN([C@@H](C)CO)C(=O)c2cccc(NC(=O)c3ccncc3)c2O[C@@H]1CN(C)C
  -0.8	7	0.3	0	8	-8	1	3
C/C=C/C(=O)N1c2ccccc2C(C)=CC1(C)C
  -1.4	9	-0.1	-1	-33	-2	3	5
Cn1c(S(=O)(=O)c2ccc([N+](=O)[O-])cc2)nc(Br)c1Br
  -3.6	-1	0.2	3	-20	-4	-6	-3
COc1cccc(CC(=O)Nc2nc3c(s2)C(=O)CC(C)(C)C3)c1
  -2.1	-8	0.0	5	8	-5	99*	0
CC(C)NC(=O)N(C)C[C@@H]1OCCCC[C@@H](C)Oc2ccc(NS(=O)(=O)c3ccc(Cl)cc3)cc2C(=O)N([C@@H](C)CO)C[C@@H]1C
  -0.9	-1	0.0	1	-18	-8	-10	-5
CC(C)[C@H](NC(=O)[C@@H]1Cc2ccccc2CN1)C(=O)Nc1ccc2c(c1)OCO2
  -0.2	-5	0.0	1	.	7	-19	-4
CCOc1ccc(NC(=O)C/C(C)=N/NC(=O)c2cnccn2)cc1
  0.6	-31	0.4	8	-8	8	-4	-16
CN1c2ccc(-c3cccc(C#N)c3)cc2[C@@H]2[C@@H](CCN2C(=O)CN2CCOCC2)[C@@H]1CO
  0.2	13	0.2	-5	-14	-3	20	8
NC(N)=NC(N)=Nc1ccc2ccccc2c1
  2.2	-4	0.2	3	1	11	-9	-4
COC(=O)[C@]1(Cc2ccccc2)NC=C(C(=O)c2ccccc2)[C@@H]1c1cccc(OC)c1
  0.9	-34	-0.1	2	5	.	-21	-12
O=C(CCCn1c(=O)[nH]c2ccccc2c1=O)Nc1ccc(F)cc1
  -4.0	12	-0.1	-7	3	-3	7	11
C[C@@H]1CN([C@H](C)CO)C(=O)c2cc(NC(=O)CCCN(C)C)ccc2O[C@@H]1CN(C)CC1CCCCC1
  -2.3	2	0.1	0	2	1	.	18
O=C(Nc1ccc(N2CCCCC2)cc1)C(Cl)c1ccccc1 (stereo not drawn)
  1.4	-5	-0.1	-8	0	5	-132	-7
CC(=O)N1c2ccc(S(=O)(=O)N3CCCC3C(=O)NCc3ccccc3Cl)cc2CC1C (stereo not drawn)
  3.3	0	0.2	-2	-6	-5	12	-5
O=C(CSC(=S)N1CCCCC1)Nc1ncc2c(n1)CC(c1ccco1)CC2=O (stereo not drawn)
  -1.4	.	0.0	1	-4	-2	11	11
COc1ccc(CSc2nc3ccccc3c(=O)n2CCCN2CCOCC2)cc1F
  -1.4	-7	0.2	4	2	0	18	-3
COc1ccc(C#Cc2ccc([C@H]3[C@H]4CN(C(=O)Nc5cccc(F)c5)CCCCN4[C@H]3CO)cc2)cc1
  -0.1	0	0.0	.	0	9	-13	.
COc1ccc(OC)c(CCNC(=O)c2ccc3c(c2)N(Cc2ccccc2)CCS3)c1
  3.7	0	0.0	-8	11	-3	3	13
CCCNC(=O)N[C@@H]1CC[C@H](CCn2cc(C3CC3)nn2)O[C@@H]1CO
  0.8	8	0.4	-1	-4	-13	-11	-3
COc1cc(NC(=O)C2CCN(S(=O)(=O)c3cccs3)CC2)cc(OC)c1
  -4.7	-8	0.5	3	2	19	-2	5
CC(C)NC(=O)N(C)C[C@@H]1Oc2ccc(NC(=O)CCC(F)(F)F)cc2CC(=O)N([C@@H](C)CO)C[C@H]1C
  -0.2	0	-0.1	-4	0	-5	-1	?
O=C(CSc1nc2ccccc2c(=O)n1Cc1ccc(Cl)cc1)NCc1cccs1
  -1.9	4	0.4	-5	30	-3	2	-5
Cc1ccc(NC(=O)c2ccccn2)c(Br)c1
  0.8	-5	0.0	-1	-32	-5	-99	-8
OCC[C@@H]1C[C@H](O)[C@@H](O)[C@]2(OCCc3cc(Cl)ccc32)O1
  2.2	4	0.0	-3	0	.	1	11
C[C@@H]1CN([C@@H](C)CO)C(=O)c2cc(C#CC3(O)CCCC3)cnc2O[C@H]1CN(C)C(=O)CC1CC1
  -2.4	9	-0.6	-1	-2	14	.	-6
CCN1CCN(c2ccc(S(=O)(=O)N3CCOCC3)cc2NC(=O)CC(NC(C)=O)c2ccccc2)CC1 (stereo not drawn)
  3.5	4	-0.1	3	3	-1	-1	0
COc1ccc(C2=NN(C(=O)CN3CCCC3)C(c3ccc(OC)cc3)C2)cc1 (stereo not drawn)
  0.2	2	-0.1	-2	-2	.	13	3
O=C1CCN(Cc2ccccc2)C=C1c1ccc2ccccc2c1
  1.3	-20	0.0	-1	-55	.	-113	.
O=S(=O)(Cc1ccccc1)NCc1ccccn1
  -1.9	23	.	5	-3	8	.	-1
COc1ccc(CN2CCNC(=O)C2CC(=O)N(C)CC2CCOCC2)cc1OC (stereo not drawn)
  -3.3	1	0.0	-1	.	2	4	-9
Nc1[nH]ncc1S(=O)(=O)c1ccccc1
  2.7	-1	0.1	6	4	3	8	9
C[C@@H]1CN([C@@H](C)CO)C(=O)c2cc(-c3cccnc3)cnc2O[C@H]1CN(C)C(=O)Nc1ccc(C(F)(F)F)cc1
  1.3	-3	0.2	-3	-2	-7	.	5
Cc1ccc(/C=C2/SC(=Nc3ccc(F)cc3)NC2=O)s1
  3.8	19	0.0	6	-1	7	-24	-2
O=C(C[C@H]1CC[C@H](NC(=O)Nc2cc(F)ccc2F)[C@@H](CO)O1)NCc1ccncn1
  -0.5	5	0.0	-4	5	4	5	-3
CC(C)(C)NC(=O)C1CCN(c2ccc(S(=O)(=O)N3CCOCC3)cc2Cl)CC1
  3.4	-1	0.0	-5	-4	-7	0	1
CCC(C(=O)NC(C)(C)C)N(Cc1ccc(OC)cc1)C(=O)c1snc(C(N)=O)c1N (stereo not drawn)
  -2.0	.	0.0	15	-1	.	17	0
CCOc1c(Br)cc(CNC2CCCCCCC2)cc1OC
  2.8	-46	-0.7	10	28	1	48	12
CC(C)N=c1c([N+](=O)[O-])nn(C)n1O
  -5.0	11	0.4	3	-14	4	-4	?
C[C@@H]1CN([C@H](C)CO)C(=O)Cc2cc(NS(=O)(=O)c3ccc(F)cc3)ccc2O[C@@H]1CN(C)C(=O)Nc1ccccc1
  -1.7	0	0.1	0	7	-1	.	-4
COC(=O)c1sc(NC(=O)OCc2ccccc2)nc1CCNC(=O)OC(C)(C)C
  0.2	9	0.5	-11	-4	.	1	17
CCCNc1c(NS(=O)(=O)c2ccc(C(C)(C)C)cc2)c(=O)oc2ccccc12
  -0.7	-3	0.0	9	1	-3	-12	5
Cn1c2ccccc2c(=O)c2ccc(NCCc3cccs3)cc21
  1.1	8	0.1	-6	-55	0	-101	4
COc1cccc(CN2CCC2(C)C(=O)Nc2ccc3c(c2)CCN3C(C)=O)c1F (stereo not drawn)
  -0.7	11	0.0	3	-32	.	-19	-6
Cc1noc(C)c1NC(=O)N(C)C[C@@H]1Oc2ccc(NC(=O)NC3CCCCC3)cc2C(=O)N([C@@H](C)CO)C[C@H]1C
  1.6	5	-1.1	5	-1	-9	.	9
Cc1ccc(-c2ccc(CN3C(C)C(=O)N(Cc4cn(Cc5ccco5)nn4)CCS3(=O)=O)cc2)cc1 (stereo not drawn)
  0.5	7	0.2	-3	-6	.	22	6
CCCc1cc(C(=O)OCC(=O)NCCc2ccccc2)sc1C
  -0.4	-30	0.3	13	-8	.	2	-8

Quoted at random: 2 entries already listed
Sequence of screens – CFTR F508del cor	INS-1E GSIS act	XiGFP reactiv	ERp5 block	EWS-Fli block	ARNT-TACC3 inh	PAX8 reporter	DENV2 CPE
CCN1CCN(c2ccc(S(=O)(=O)N3CCOCC3)cc2NC(=O)CC(NC(C)=O)c2ccccc2)CC1 (stereo not drawn)
  3.5	4	-0.1	3	3	-1	-1	0
Cc1ccc(-c2ccc(CN3C(C)C(=O)N(Cc4cn(Cc5ccco5)nn4)CCS3(=O)=O)cc2)cc1 (stereo not drawn)
  0.5	7	0.2	-3	-6	.	22	6

Among those listed so far, 2 contain a nitro group on carbon.
Sequence of screens – CFTR F508del cor	INS-1E GSIS act	XiGFP reactiv	ERp5 block	EWS-Fli block	ARNT-TACC3 inh	PAX8 reporter	DENV2 CPE
Cn1c(S(=O)(=O)c2ccc([N+](=O)[O-])cc2)nc(Br)c1Br
  -3.6	-1	0.2	3	-20	-4	-6	-3
CC(C)N=c1c([N+](=O)[O-])nn(C)n1O
  -5.0	11	0.4	3	-14	4	-4	?

Record cards, as listed above.
O=C(C[C@H]1CC[C@H](NC(=O)Nc2cc(F)ccc2F)[C@@H](CO)O1)NCc1ccncn1 is listed as CFTR F508del cor = -0.5; INS-1E GSIS act = 5; XiGFP reactiv = 0.0; ERp5 block = -4; EWS-Fli block = 5; ARNT-TACC3 inh = 4; PAX8 reporter = 5; DENV2 CPE = -3
C[C@@H]1CN([C@H](C)CO)C(=O)Cc2cc(NS(=O)(=O)c3ccc(F)cc3)ccc2O[C@@H]1CN(C)C(=O)Nc1ccccc1 is listed as CFTR F508del cor = -1.7; INS-1E GSIS act = 0; XiGFP reactiv = 0.1; ERp5 block = 0; EWS-Fli block = 7; ARNT-TACC3 inh = -1; PAX8 reporter = .; DENV2 CPE = -4

Outcome played no part in choosing rows; overall some 4.2% were active at least once.
